Screening results from PubChem BioAssay.
mlh1 rad18: NCI yeast anticancer drug screen, S. cerevisiae mlh1 rad18 strain. growth inhibition, % at 50 µM. 11% of 79,000 active. AID 175;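 further: 0% = growth of vehicle-only cultures of the same strain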
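Genetically defined yeast (DNA repair-deficient) exposed to compounds; growth inhibition determined relative to vehicle.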
bub3: NCI yeast anticancer drug screen, S. cerevisiae bub3 mutant strain; % growth inhibition at 50 µM; 9.9% of 78,000 active; AID 167;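 further: 0% = growth of vehicle-only cultures of the same strain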
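Steps: expose the mutant yeast strain to compound; grow alongside vehicle-treated cultures; measure growth; express inhibition against the vehicle cultures.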
yeast cln2 rad14: NCI yeast anticancer drug screen, S. cerevisiae cln2 rad14 strain; 8.3% of 78,000 active; % growth inhibition at 50 µM;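 further: 0% = growth of vehicle-only cultures of the same strain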
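Relative to vehicle controls, growth inhibition of compound-treated cln2 rad14 yeast was recorded.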
rad50: NCI yeast anticancer drug screen, S. cerevisiae rad50 strain; AID 155; % growth inhibition at 50 µM; 10% of 79,000 active;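 further: 0% = growth of vehicle-only cultures of the same strain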
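Cells are treated with compound, grown, and their growth is then scored against vehicle-only cultures of the same repair-deficient yeast strain.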
yeast sgs1 mgt1: NCI yeast anticancer drug screen, S. cerevisiae sgs1 mgt1 strain | 10% of 78,000 active | AID 161 | % growth inhibition at 50 µM;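 further: 0% = growth of vehicle-only cultures of the same strain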
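Growth of a repair-deficient yeast mutant was monitored after compound treatment and expressed as inhibition relative to vehicle-treated cultures.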
mec2-1: NCI yeast anticancer drug screen, S. cerevisiae mec2-1 strain | AID 157 | 9% of 79,000 active | % growth inhibition at 50 µM;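 further: 0% = growth of vehicle-only cultures of the same strain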
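Each compound was tested on mec2-1 yeast, a strain altered in DNA damage repair or cell cycle control. Growth inhibition is reported relative to vehicle.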
* marks the source's active call; other numbers are inactive results; & = joins results of further samples; ! = repeats disagree. No stated cut-off is given here; in the data, active means growth inhibition above about 70%; inactive means the rest.

compound	mlh1 rad18	bub3	yeast cln2 rad14	rad50	yeast sgs1 mgt1	mec2-1
COc1ccc2c(ccc[n+]2C)c1	-25	-16	19	20	4	31
COc1cc2c(c(OC)c1OC)-c1c(cc3c(c1OC)OCO3)C1OC2C(C)C1C (centres undefined) (tested in a mixture with another compound)	-39	-21	-20	-24	-9	-55
COc1ccc2nc3cc(Cl)ccc3c(NCCCC3CCCN4CCCCC34)c2c1 (centres undefined)	38	12	6	50	2	40
Cc1ccc(N=NNc2ccc(C)cc2)cc1	33	-6	4	-4	5	11
c1cc2c3c(cc4c(c3c1)CCCC4)CC2	-5	5	-24	-7	-13	-21
CCCC(C)OC(=O)Nc1cccc(O)c1 (centres undefined)	-5	-22	-11	-2	-5	-11
Cc1cccc(CN(C)Cc2cc(Cl)cc(C)c2O)c1O	4	-1	-36	15	1	-2
COC(=O)c1cc(/C=C/C(=O)Cc2ccccc2)cn1S(=O)(=O)c1ccccc1	2	2	-24	-6	-14	-10

Random excerpt: 3 records from the list.
compound	mlh1 rad18	bub3	yeast cln2 rad14	rad50	yeast sgs1 mgt1	mec2-1
COC(=O)c1cc(/C=C/C(=O)Cc2ccccc2)cn1S(=O)(=O)c1ccccc1	2	2	-24	-6	-14	-10
COc1ccc2c(ccc[n+]2C)c1	-25	-16	19	20	4	31
COc1cc2c(c(OC)c1OC)-c1c(cc3c(c1OC)OCO3)C1OC2C(C)C1C (centres undefined) (tested in a mixture with another compound)	-39	-21	-20	-24	-9	-55

Some of the entries so far, with two lines to a compound:
Fields: mlh1 rad18	bub3	yeast cln2 rad14	rad50	yeast sgs1 mgt1	mec2-1
- COc1ccc2c(ccc[n+]2C)c1
→ -25	-16	19	20	4	31
- COc1cc2c(c(OC)c1OC)-c1c(cc3c(c1OC)OCO3)C1OC2C(C)C1C (centres undefined) (tested in a mixture with another compound)
→ -39	-21	-20	-24	-9	-55
- COc1ccc2nc3cc(Cl)ccc3c(NCCCC3CCCN4CCCCC34)c2c1 (centres undefined)
→ 38	12	6	50	2	40

(list continues)
compound	mlh1 rad18	bub3	yeast cln2 rad14	rad50	yeast sgs1 mgt1	mec2-1
CCCCCCCc1ccc(N=Cc2ccc(OCCC)cc2)cc1	99*	98*	99*	99*	99*	99*
Cc1noc(-c2ccc([N+](=O)[O-])o2)n1	88*	64	58	93*	75*	52
FC(F)(F)c1ccc(NC(=S)SCc2ccc3c(c2)OCO3)cc1	93*	87*	86*	74*	93*	95*
CC(SC(=S)SC(C)C(=O)O)C(=O)O (centres undefined)	15	-6	44	6	22	15
COc1ccc2c(=O)c(O)c(-c3ccccc3)oc2c1	8	15	10	23	43	-19
O=C(Cl)c1ccc(N=Nc2ccccc2)cc1	80*	66	49	69	48	37
O=C(CCl)Oc1ccc(Sc2ccc(OC(=O)CCl)cc2)cc1	98*	99*	96*	99*	99*	98*
Nc1ncnc2c1c(-c1ccc(Cl)cc1)cn2-c1ccccc1	27	49	45	51	85*	30
C=C(CCC(C(=O)O)C1CCC2(C)C3=C(CCC12C)C1(C)CCC(O)C(C)(C)C1CC3)C(C)C (centres undefined)	-8	-24	2	-4	-1	-30
CN1CCN(CN2C(=O)C3C4C=CC(C3C2=O)C2C(=O)N(CN3CCN(C)CC3)C(=O)C42)CC1 (centres undefined)	17	15	-1	18	14	6
O=[N+]([O-])c1cccc(Cl)c1	-26	7	39	12	0	-20
O=C(Cc1ccccc1)Nc1cccc(Cl)c1	-5	-18	-78	9	-5	0
O=c1[nH]c(-c2ccccc2)c([N+](=O)[O-])c(=O)[nH]1	14	6	-60	11	-8	-6
COC(=O)[C@H]1O[C@H]1c1ccncc1	8	6	54	18	18	2
CN(C)C=Nc1ccc([N+](=O)[O-])cc1	-5	-1	-13	-8	-1	-3
COc1cccc(CN(C)C)c1C(O)c1ccccc1 (centres undefined)	-23	8	-13	-4	12	15
[N-]=[N+]=Nc1c(Cc2ccccc2)c(Cl)nc2ccccc12	41	65	54	40	62	58
O=c1/c(=C/c2c(O)ccc3ccccc23)sc2nc3ccccc3n12	-3	0	1	-12	9	-27
CC1=NN(c2ccccc2)C(=O)/C1=C(\[O-])c1ccccc1.CC1=NN(c2ccccc2)C(=O)/C1=C(\[O-])c1ccccc1.CC1=NN(c2ccccc2)C(=O)/C1=C(\[O-])c1ccccc1.[Fe+3]	4	-3	-17	2	-15	-6
Brc1ccccc1-c1ncc(-c2ccccc2)o1	57	71*	38	72*	71*	47
C=CC(C)(C)N1C(=O)C(C(C)=O)=C(O)C1Cc1c[nH]c2ccccc12 (centres undefined)	69	47	33	29	53	59
O=C(/C=C(/CC(O)(c1ccccc1)c1ccccc1)Nc1ccccc1)c1ccccc1	-2	-1	2	10	-6	-3
CC(C)c1cc(C(C)(C)C)c(O)c(C(C)(C)C)c1	-5	-11	-15	2	-21	-13
O=C(CSc1c2ccccc2nc2ccccc12)Nc1ccccc1-c1ccccc1NC(=O)CSc1c2ccccc2nc2ccccc12	34	19	7	27	19	10
COC(=O)c1cc(NC(=O)Nc2ccc(F)c([N+](=O)[O-])c2)cc(C(=O)OC)c1	27	-1	7	9	-5	5
CC(/C=C/c1cccs1)=N\NC(=S)NCC(C)C	97*	97*	94*	96*	97*	96*
CC(=O)Nc1c(OC(C)=O)ccc2cc(Br)ccc12	9	0	-15	0	12	21
CCN(CC)CC[n+]1ccc2c(C)c3[nH]c4ccccc4c3c(C)c2c1	16	31	3	38	-4	-3
CC(=O)Oc1c(Br)cc(Br)cc1Br	1	9	1	9	4	7
CCN(CC)C(=O)C(C(=O)OC)c1ccccc1 (centres undefined)	7	10	-28	-5	8	-10
C=C1C2CC[C@@]3(CC[C@@H]4[C@@]5(C)CCC[C@@]4(C=[N+](CCO)C5)[C@@H]3C2)[C@@H]1O	-13	-1	0	-1	12	-12
NNc1ccc2ccccc2c1	97*!	91*!	90*!	97*!	96*!	86*!
Nc1[nH]c(=S)[nH]c(=O)c1NS(=O)(=O)c1cccc([N+](=O)[O-])c1	13	-11	-18	-14	-22	-10
CCOC(=O)C(N)Cc1ccc(N)cc1 (centres undefined)	13	1	-20	11	0	12
COc1ccc(N=Cc2c(O)ccc3c2oc2cc(Cl)c(O)c(Cl)c23)cc1	49	22	22	41	9	14
N#CC(C(=O)NN)C1CCCCC1 (centres undefined)	-12	-34	0	-1	-3	-22
O=c1cnn(C2OC(COP(=O)(O)O)C(O)C2O)c(=O)[nH]1 (centres undefined)	3	-22	-34	-3	4	-20
Cc1ccc(C(=O)Nc2c(C)cccc2C)cc1	-6	-5	4	3	14	-41
Fc1ccc(CN2COc3c(ccc4cccnc34)C2)c(F)c1	52	49	30	58	57	44
COc1ccc2c(CCn3ccccc3=O)cccc2c1	-11	45	-14	-13	8	-8
C=CCNC(=S)NNC(=O)c1ccncc1	-24	2	-83	-20	-22	-10
CCOC(=O)Cc1nc2sc(C)c(-c3ccccc3)c2c(=O)[nH]1	31	17	3	32	28	20
CC(COC(=O)c1ccc(N)cc1)NC1CCCCC1 (centres undefined)	-17	-2	14	-8	20	1
Cc1ccccc1Nc1nc2ccccc2nc1NS(=O)(=O)c1ccccc1	-58	18	-1	5	6	0
CCOC(OC1=C(C#N)CCCC1)C(CC)[Se]c1ccccc1[N+](=O)[O-] (centres undefined)	29	57	8	46	23	0
CCOC(=O)C(=O)Nc1ccc(Cl)cc1C	-6	6	-14	3	-5	5
Cc1cc2c(cc1Cl)SC(NNC(=O)c1ccco1)=NS2(=O)=O	4	-13	-1	-23	-23	-28
COC1CC(C)OC(OC2C(C)/C=C/C(=O)OC(C)C(COC3OC(C)C(O)C(OC)C3OC)C3OC3/C=C/C(=O)C(C)(O)CC2C)C1O (centres undefined)	5	5	2	2	4	-5
Nc1nc(Cl)nc2[nH]ncc12	17	11	-15	2	1	9
Cc1cc(O)c2c(c1)C(=O)c1cc(O)cc(O)c1C2=O	29	7	-23	5	14	24
C=C1C(=O)OC2/C=C(/C)C3CC(O)C(C)(CC(OC(=O)/C(C)=C/C)C12)O3 (centres undefined)	3&-5	-26&-5	8&13	-8&-10	0&-7	-20&-13
COc1ccc(N=N/N=c2\sc3cc(OC)ccc3n2C)cc1	47	-3	24	29	12	5
O=C(/C=C/c1ccccc1)Nc1ccc2ccccc2c1	-12	26	-11	-8	4	4
NC(=O)C(=CN1CC(=O)NC1=S)C(N)=O	17	-9	10	-23	-2	-23
O=C1c2ccccc2C(=O)c2cc3c(cc21)CCCC3	-4	-6	49	12	6	2
O=C(O)c1cc(C2CC2)nc2ccccc12	25	-15	-1	-1	1	2

Next part:
compound	mlh1 rad18	bub3	yeast cln2 rad14	rad50	yeast sgs1 mgt1	mec2-1
Nc1nnnn1C1CCCCC1	21	-11	-9	9	-5	4
Cc1cc(N(CCOS(C)(=O)=O)CCOS(C)(=O)=O)ccc1C=O	83*	5	37	50	13	55
Cc1cc(=O)oc2c(C)c3oc4c(c3cc12)CN(C)CC4	26	14	20	27	25	11
CCC/C=C/C=C/C1CC(O)C(O)C(=O)C1CO (centres undefined)	-1	2	8	5	17	-30
Cc1noc(C)c1-n1nc2ccc3nonc3c2n1	-18	9	-1	-51	-27	-4
Cc1cccc(C)c1NC(=O)Nc1ccc(C(=O)O)cc1	11	23	-16	-9	2	32
O=C1CCC(=O)c2cc(Br)ccc2N1	23	46	13	26	3	12
c1ccc(CCN(c2ccccc2)c2ccccc2)cc1	1	8	10	21	-11	-2
Oc1c2c(c(O)c3ncccc13)C1C=CC2CC1 (centres undefined)	98*	98*	85*	98*	99*	97*
CN(N=O)C(=O)NCc1ccc(Cl)cc1	1	8	12	0	18	16
COc1cc(/C=C2\C(=O)C=C(C)CC2(C)C)ccc1O	11	16	4	8	-1	18
CC(=O)O[C@]1(C(C)=O)CC[C@H]2[C@@H]3C[C@H](C)C4=CC(=O)NCC[C@]4(C)[C@H]3CC[C@@]21C	94*	92*	90*	93*	88*	95*
CCOC(=O)C1C(C)NC(C)C(C(=O)OCC)C1C (centres undefined)	26	5	-44	16	3	1
O=C(O)/C=C/C(=O)Nc1ccc2c(c1)-c1ccccc1C2=O	17	5	5	16	18	14
CC(=O)OC(C)OC(C)=O	12	3	5	23	-78	-9
O=C1COC(=O)/C1=C/c1ccc2c(c1)OCO2	95*	88*!	55&56	77*	86*	84*!
O=C(O)C12C=CC(C1)c1ccccc12 (centres undefined)	19	-4	0	19	8	-3
COC(=O)/C(=C\c1ccccc1[N+](=O)[O-])c1ccc2c(c1)OCO2	14	10	-38	24	3	-10
Fc1ccccc1C1CC(c2ccc3ccccc3c2)=Nc2ccccc2S1 (centres undefined)	34	10	13	31	18	12
CC(C)C(NC(=O)C(N)CCC(=O)O)C(=O)O (centres undefined)	10	-8	45	16	-9	2
COc1ccc(C(=O)C(CN2CCCC2)CN2CCCC2)cc1	69	60	7	48	44	88*
CCc1cc(O)cc(C)c1Cl	26	44	46	55	46	30
CCOC(=O)c1c(O)csc1C	-8	-6	-14	-8	-7	-6
